Screening data from PubChem.
Kir21 inh – inhibitors of mouse Kir2.1 inward-rectifier potassium channel | P35561 | AID 1672 | B-score at 10 µM | HEK293-Kir2.1, FluxOR thallium flux fluorescence; stronger effect = lower value | actives 0.85% (n = 310,000);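 active = fluorescence ratio B-score at or below minus 3 SD of library scores, with starting-brightness B-score within 2 SD, cut at about -4.2 in these data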;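 note: channel flux triggered by added potassium and thallium sulfate stimulus; B-score of peak minus minimum fluorescence over baseline after thallium stimulus; more negative B-score means stronger Kir2.1 block with less thallium influx; some compounds called inactive have numbers as strong as hits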
Target sequence (P35561 whole entry, looked up): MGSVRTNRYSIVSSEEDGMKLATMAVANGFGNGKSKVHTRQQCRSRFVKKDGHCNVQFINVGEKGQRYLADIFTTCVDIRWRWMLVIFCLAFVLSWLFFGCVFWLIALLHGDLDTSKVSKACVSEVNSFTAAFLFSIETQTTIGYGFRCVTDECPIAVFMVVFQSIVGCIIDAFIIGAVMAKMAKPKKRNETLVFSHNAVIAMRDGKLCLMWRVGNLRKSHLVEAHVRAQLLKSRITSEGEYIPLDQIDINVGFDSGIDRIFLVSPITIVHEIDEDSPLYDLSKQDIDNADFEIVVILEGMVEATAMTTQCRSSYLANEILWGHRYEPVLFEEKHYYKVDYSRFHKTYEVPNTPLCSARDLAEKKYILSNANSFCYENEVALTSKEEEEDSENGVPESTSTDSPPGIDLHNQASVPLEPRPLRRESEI
STK33 kinase inh – inhibitors of human STK33 kinase; purified STK33, MBP phosphorylation, ADP-Glo luminescence; actives 0.073% (n = 320,000); inhibition, % at 10 µM; Q9BYT3; AID 2661;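 active = inhibition at or above 25%, using the most active replicate where run in duplicate; inactive = inhibition below 25%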
Target sequence (Q9BYT3 whole entry, looked up): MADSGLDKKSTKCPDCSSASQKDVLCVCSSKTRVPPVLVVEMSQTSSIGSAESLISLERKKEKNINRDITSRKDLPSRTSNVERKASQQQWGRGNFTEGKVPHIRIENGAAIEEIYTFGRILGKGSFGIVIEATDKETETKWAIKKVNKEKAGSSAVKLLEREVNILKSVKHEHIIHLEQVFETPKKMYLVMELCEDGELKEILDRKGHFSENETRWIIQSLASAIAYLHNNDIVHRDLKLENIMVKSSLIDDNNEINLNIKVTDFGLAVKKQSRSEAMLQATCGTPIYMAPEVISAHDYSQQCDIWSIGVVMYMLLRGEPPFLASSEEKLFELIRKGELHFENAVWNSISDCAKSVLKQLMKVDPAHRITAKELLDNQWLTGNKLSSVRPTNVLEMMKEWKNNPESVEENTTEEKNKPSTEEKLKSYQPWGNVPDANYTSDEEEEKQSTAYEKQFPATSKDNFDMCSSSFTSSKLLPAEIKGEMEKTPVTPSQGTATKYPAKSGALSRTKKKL
* hit, by the source's call; · = not tested or not shown. Compounds as they come. About 0.84% of those tested had a hit in this group.

Second line of a record: Kir21 inh | STK33 kinase inh
1. O=C(CN(CC1CCCO1)C(=O)CCC(=O)Nc1nccs1)NCC1CCCO1 (stereo not drawn)
 : 4.3 | -1.2
2. CCc1ccc(OCC2Cn3c(nc4c3c(=O)[nH]c(=O)n4C)O2)cc1 (stereo not drawn)
 : 0.6 | -0.9
3. CCOC(=O)C1=C(C)NC(C)=C(C(=O)OCC)C1c1ccc(O)cc1
 : 0.24 | -0.2
4. Cc1ccc(CNC(=O)Cn2cccc2)cc1
 : -0.2 | -1.2
5. Cc1ccc(N(CC(=O)NC(C)(C)C)C(=O)CCC(=O)Nc2nccs2)cc1C
 : 0.82 | -0.6
6. Cc1ccc(/C(N)=N/OC(=O)COc2ccc(Cl)c(C)c2)cc1
 : 0.44 | -1.9
7. Cc1cc(-c2nc3ncccc3o2)ccc1NC(=O)CC(C)C
 : 0.83 | 0.3
8. CCn1c(=S)sc2c(=O)n(CC(=O)Nc3ccccc3C(F)(F)F)c(C)nc21
 : -0.05 | -1.3
9. Cc1cc(N=Cc2c(O)n(-c3ccc4c(c3)OCO4)c(=O)c3ccccc23)ccn1
 : 0.02 | -0.8
10. COc1ccc(CCC(=O)N2CCN(S(=O)(=O)c3ccc4ccccc4c3)CC2)cc1
 : -1.8 | -1.9
11. N#CCCN(Cc1cccnc1)C(=O)Nc1ccccc1
 : 0.91 | 0.4
12. Cc1ccc(-c2nnc(CSc3nc(C)nc4sc(C)c(C)c34)o2)cc1
 : 0.18 | -0.9
13. O=C(C1CCN(CC2CCCCC2)CC1)N1CCCC1
 : -0.63 | -1.9
14. O=C(O)/C=C\C(=O)Nc1cccc(C(=O)Nc2cccc(O)c2)c1
 : 0.26 | 4.2
15. O=C(N/N=C/c1ccc(Cl)c([N+](=O)[O-])c1)c1cnccn1
 : -0.05 | -0.9
16. O=C(CCN1C(=O)c2ccccc2S1(=O)=O)N1CCN(c2ccccc2F)CC1
 : -1.9 | -0.3
17. Cn1c2c(c(=O)c3ccccc31)CCCC2
 : -0.54 | -1.0
18. N=c1n(CCN2CCCCC2)c2ccccc2n1CC(=O)c1cccc([N+](=O)[O-])c1
 : 0.73 | 1.9
19. Cc1cc(/C(N)=N/OC(=O)Nc2ccccc2)no1
 : 1.3 | 0.3
20. O=C(CN1CCN(S(=O)(=O)c2ccc(F)cc2)CC1)NCc1cccs1
 : 0.64 | -1.5

In another format: results already given
#14 O=C(O)/C=C\C(=O)Nc1cccc(C(=O)Nc2cccc(O)c2)c1
  Kir21 inh: 0.26 | STK33 kinase inh: 4.2
#11 N#CCCN(Cc1cccnc1)C(=O)Nc1ccccc1
  Kir21 inh: 0.91 | STK33 kinase inh: 0.4
#18 N=c1n(CCN2CCCCC2)c2ccccc2n1CC(=O)c1cccc([N+](=O)[O-])c1
  Kir21 inh: 0.73 | STK33 kinase inh: 1.9

(listing goes on)
Second line of a record: Kir21 inh | STK33 kinase inh
21. Cc1[nH]c2ccccc2c1C(=O)CN1C(=O)C(=O)N(C2CCCC2)C1=O
 : 0.21 | 0.9
22. CCCOc1ccc(C(=O)NC(=S)N2CCN(c3cc4c(cc3F)c(=O)c(C(=O)O)cn4CC)CC2)cc1
 : -0.2 | 0.0
23. Cc1ccc(N(C(=O)c2ccc(S(=O)(=O)N3CCOCC3)cc2)C2C=CS(=O)(=O)C2)cc1C (stereo not drawn)
 : 0.19 | -1.2
24. COc1ccc(C(=O)OCC[N+]2(C)CCOCC2)cc1
 : 0.88 | -2.5
25. Cc1ccnc(NS(=O)(=O)c2ccc(NC(=O)Cc3ccc(F)cc3)cc2)n1
 : -1.1 | -4.2
26. CCn1c(-c2ccccc2)c[nH]c1=S
 : -0.42 | -1.2
27. CC1CCCN(C(=O)C2CCCN(S(=O)(=O)c3cccc4nsnc34)C2)C1 (stereo not drawn)
 : -0.31 | -0.4
28. Cc1ccc(-n2c(C)nnc2SCC(=O)N(C)c2c(N)n(Cc3ccccc3)c(=O)[nH]c2=O)cc1
 : · | -1.4
29. O=C(OCC(=O)N1CCc2ccccc2C1)c1cccs1
 : -0.01 | 0.9
30. CC(=O)Nc1ccc(S(=O)(=O)N2CCc3cc4c(cc3C2)OCCCO4)cc1
 : 0.06 | -1.1
31. COc1ccc(C)cc1S(=O)(=O)N(C)CC(=O)N1CCC(C(N)=O)CC1
 : 1.1 | -2.0
32. COc1ccccc1-c1c(-c2ccc(OCC(=O)NN)cc2O)n[nH]c1C(F)(F)F
 : 0.44 | -1.3
33. COc1ccc(-c2csc(NC(=S)NC(=O)/C=C/c3ccco3)n2)cc1OC
 : 0.13 | -2.1
34. O=C(c1ccc(N2CCOCC2)cc1)c1cccs1
 : -0.69 | 0.7
35. O=C(COc1ccc(Cl)cc1)Nc1ccc2c(c1)nc1n2CCOC1
 : 0.69 | -0.4
36. COc1ccc(OCC(=O)OCCNC(=O)c2cccnc2)cc1
 : 0.01 | -0.2
37. CC(=O)c1ccc(Oc2cc(C)nc(-n3nc(C)cc3C)n2)cc1
 : -1 | 0.7
38. Cc1noc(C)c1S(=O)(=O)NCCN1CCN(c2ccccc2)CC1
 : 0.98 | -1.0
39. CC(=O)Oc1ccc(-c2cccc(C(=O)OCC(=O)N(C)c3ccccc3)c2)cc1
 : 0.47 | -2.3
40. Cn1c(SCC(=O)Nc2sccc2C#N)nnc1C1CC1
 : · | -1.9
41. CCOc1ccc(S(=O)(=O)N2CCC(C(=O)NCCc3ccccc3)CC2)cc1
 : 0.02 | -0.4
42. O=C1C2C3C=CC(C3)C2C(=O)N1c1ccc2c(c1)CCC2 (stereo not drawn)
 : 0.04 | -0.9
43. COc1ccc(C)cc1S(=O)(=O)Nc1cccc(SC)c1
 : -0.44 | -1.5
44. C=CCn1c(SCC(=O)NCc2ccco2)nnc1-c1ccc2ccccc2n1
 : -1.1 | 1.8
45. O=C(NC(Cc1c[nH]c2ccccc12)C(=O)Nc1ccc(F)cc1)c1cccs1 (stereo not drawn)
 : -0.79 | -2.0
46. COc1ccccc1CO/N=C/c1cccn1-c1nccc(N(C)C)c1C#N
 : -0.37 | -1.2
47. O=C(Nc1cccc(F)c1)C1CCCN1C(=O)OCc1ccccc1 (stereo not drawn)
 : -0.69 | -2.5
48. CC(=O)[C@H]1[C@H](CCc2ccccc2)NC(=O)N(Cc2ccccc2)[C@@H]1C
 : 0.02 | -1.1
49. CS(=O)(=O)N1CCN(c2ccc([N+](=O)[O-])cc2C(F)(F)F)CC1
 : -1.1 | -4.7
50. CSc1ncc(C(=O)Nc2cc(C)ccc2C)c(C)n1
 : 0.87 | 0.6
51. CCCN(CC(=O)Nc1ccccc1C)C(=O)c1ccc(-c2ccccc2)cc1
 : -0.5 | -1.7
52. C/C(=N\OC(=O)NC1CCCCC1)c1sc(-c2ccccc2)nc1C
 : 0.37 | -0.2
53. COc1ccc(C(NC(C)=O)c2cc(Cl)c3cccnc3c2O)cc1OC (stereo not drawn)
 : 1.5 | -1.7
54. CCOc1cccc2sc(NC(=O)CCS(=O)(=O)c3ccccc3)nc12
 : -1.4 | -1.0
55. Cc1csc(=Nc2ccccc2)n1Cc1ccco1
 : 0.06 | 0.4
56. C=CCNC(=O)c1nn2cccnc2c1Cl
 : 0.91 | 1.6
57. O=C(O)c1nn(CC(=O)N2CCN(c3ccccc3)CC2)c(=O)c2ccccc12
 : 1.3 | -1.6
58. COc1cc(-c2nnc(COc3ccc4ccccc4c3)o2)cc(OC)c1OC
 : 0.31 | -1.5
59. O=C(Nc1cccnc1)c1ccccc1NS(=O)(=O)c1ccc(F)cc1
 : -0.91 | -0.6
60. O=Cc1c(NCCN2CCOCC2)c2ccccc2[nH]c1=O
 : 1 | -0.7
61. Cc1ccc(NC(=O)CCC(=O)NNS(=O)(=O)c2ccc(Cl)cc2)cc1C
 : 0.9 | 0.8
62. O=C1Nc2cccnc2N(C(=O)CCl)c2ccccc21
 : 0.03 | 0.0
63. COc1ccc(NC(=O)c2nc3nccc(C)n3n2)cn1
 : -0.72 | -0.3
64. CCn1c(-c2ccc(C)cc2)nn(CC(=O)NCCc2ccccc2)c1=S
 : -0.18 | -1.2
65. CC(C)N(CCNC(=O)c1cn(C)c2ccc(S(=O)(=O)N(C)C)cc2c1=O)Cc1ccccc1
 : -3 | -0.5
66. CCC(CCC(=O)Nc1cccc(C(=O)O)c1)C(=O)O (stereo not drawn)
 : 0.99 | 2.4
67. COc1ccc(C(C)=O)cc1CSc1nc(C)cc(C)n1
 : 0.47 | -3.2
68. N#CC1=C(N)Oc2n[nH]c(CSc3ccccc3)c2C12C(=O)Nc1ccccc12 (stereo not drawn)
 : 1 | 0.5
69. COCC(=O)N(Cc1cc2ccc(C)c(C)c2n2nnnc12)C1CCCC1
 : -2 | -0.1
70. CN(C)c1ccc(/C(=N\O)C(F)(F)F)cc1
 : 0 | -0.1
71. CCNS(=O)(=O)c1ccc2c(c1)NCC2
 : -1.4 | -1.5
72. CC(=O)/C(N=Nc1ccc(OC(F)(F)F)cc1)=C(\C)O
 : -0.73 | 0.6
73. O=C(Nc1ccc(F)cc1)C1=CC(=O)N2CCN=C2S1
 : 2.1 | 0.3
74. NC(=O)C1CCN(C(=O)C2CC(=O)N(c3ccc(F)cc3)C2)CC1 (stereo not drawn)
 : -0.02 | 0.3
75. Cc1cccc(NC(=O)c2ccc(OCC3CCCO3)cc2)c1C (stereo not drawn)
 : -1.5 | -1.3
76. Cc1cc(C)nc(NS(=O)(=O)c2ccc(NC(=O)C(C)C)cc2)n1
 : -0.22 | 3.1
77. COC(=O)c1cccc(NC(=O)CCSc2ccc(Cl)cc2)c1C
 : 0.33 | -1.2
78. O=C(NCC(c1ccc(F)cc1)N1CCOCC1)c1cccnc1Sc1ccccc1 (stereo not drawn)
 : 0.56 | -0.7
79. C/C(=C/c1ccccc1)C(=O)N1CCN(c2ccccc2)CC1
 : 0.67 | -1.3
80. CCOc1ccc(C(=O)NNC(=O)C2CC(=O)N(c3ccc(C)cc3)C2)cc1 (stereo not drawn)
 : -0.34 | 0.4

(next part)
item | Structure | Kir21 inh | STK33 kinase inh
81 | Cc1ccc(C(=O)Nc2cccnc2)cc1S(=O)(=O)N1CCCCCC1 | 0.3 | -0.1
82 | O=C(NC1CCCCC1)[C@@H]1CC=C[C@@H]2CCN(C3CCCCC3)C(=O)[C@@H]21 | 0.26 | 0.0
83 | O=C(c1cc([N+](=O)[O-])ccc1Cl)N1CCN(c2ccccn2)CC1 | -0.14 | -1.0
84 | Cc1ccc(-n2cc(C(=O)c3ccc4ccccc4c3O)cn2)cc1 | 0.05 | 0.1
85 | O=c1c(Cl)c(N2CCCCC2)cnn1-c1nc2ccccc2[nH]1 | -0.41 | 2.3
86 | Cc1cccc(-n2ncc3c(NCc4cccs4)ncnc32)c1 | -0.31 | -0.5
87 | O=C(CN1C(=O)C2C3C=CC(C3)C2C1=O)Nc1cccc2c1CCCC2 (stereo not drawn) | 0.87 | -0.3
88 | COc1ccc(S(=O)(=O)Nc2cccc(C)c2C)c2cccnc12 | -4.2 | -0.5
89 | CCOC(=O)COc1c(OC)cc(Cl)cc1C1Nc2ccccc2C(=O)N1c1cccc(C)c1 (stereo not drawn) | 2.1 | -1.2
90 | CCc1ccc(-c2cc3c(=O)n(CC(=O)NCCN4CCCCC4C)nc(C)n3n2)cc1 (stereo not drawn) | -2.3 | 0.0
91 | COc1ccc(OC)c(CN2CCN(Cc3cc(=O)oc4cc(O)ccc34)CC2)c1 | 0.26 | -1.4
92 | COc1cccc(CN(C)C(=O)C2CCN(S(=O)(=O)c3ccc(C)cc3)CC2)c1OC | · | -0.4

Given with values ahead of the structure: part of the list above.
#	Kir21 inh	STK33 kinase inh	structure
39	0.47	-2.3	CC(=O)Oc1ccc(-c2cccc(C(=O)OCC(=O)N(C)c3ccccc3)c2)cc1
40	·	-1.9	Cn1c(SCC(=O)Nc2sccc2C#N)nnc1C1CC1
41	0.02	-0.4	CCOc1ccc(S(=O)(=O)N2CCC(C(=O)NCCc3ccccc3)CC2)cc1

(next part)
item | Structure | Kir21 inh | STK33 kinase inh
93 | COc1ccc(N(CC(=O)N/N=C/c2ccc(OC3CSC3)cc2)S(=O)(=O)c2ccccc2)cc1 | 0.44 | -4.1
94 | Cc1sc2ncnc(SCC(=O)N3c4ccccc4Sc4ccc(Cl)cc43)c2c1C | -2.5 | -3.3
95 | Cc1oc(-c2ccoc2)nc1CN(Cc1ccccc1)CC1CC1 | -0.58 | -1.3
96 | CCOC(=O)/C(C)=C1\NC(C)(C)Cc2ccccc21 | -4.6 | ·
97 | CCOC(=O)c1ccc2c(c1)N(Cc1ccccc1C)C(=O)c1ccccc1S2=O (stereo not drawn) | -0.82 | -2.2
98 | NC1=NC(=O)C2(COC(c3ccccc3Cl)OC2)S1 (stereo not drawn) | -0.61 | -1.6
99 | COc1ccccc1N1CCN(c2cc(=O)n(Cc3ccc(F)cc3)c(=O)[nH]2)CC1 | 1.5 | -1.5
100 | O=C(NCc1cccnc1)Nc1ccc(Br)cc1Cl | 0.01 | -0.9
101 | COc1ccccc1/C=C/C(=O)Nc1ccc(N2CCOCC2)cc1 | -1.4 | -1.3
102 | Cc1ccc2cc(C(c3nnnn3CC3CCCO3)N3CCc4ccccc4C3)c(=O)[nH]c2c1 (stereo not drawn) | 0.1 | 0.1
103 | O=[N+]([O-])c1cccc(S(=O)(=O)NCC2CC3CCC2C3)c1 (stereo not drawn) | 0.1 | -0.3
104 | COc1ccc(N2CCN(CCNC(=O)c3c(C)cc(=O)oc3C)CC2)cc1 | -1.2 | ·
105 | O=C(Nc1cccc(-c2csc(Nc3ccccc3)n2)c1)c1ccccc1 | 1.5 | 0.7
106 | O=C(O)c1cccc(NS(=O)(=O)c2ccc(-c3ccc(S(=O)(=O)Nc4cccc(C(=O)O)c4)cc3)cc2)c1 | -1.2 | ·
107 | CC(=O)C(C)n1cnc2scc(-c3ccc(C)cc3)c2c1=O (stereo not drawn) | 0.77 | 1.9
108 | O=[N+]([O-])c1ccccc1-c1ccc(/C=N/n2cnnc2)o1 | 0.18 | 1.8
109 | CC1c2cccn2CCN1S(=O)(=O)c1ccccc1 (stereo not drawn) | · | -0.5
110 | NC1=NC2=C(CCCC2)C2(CCCCC2)S1 | -6.7* | 0.9
